Source: PubChem (National Center for Advancing Translational Sciences (NCATS))
TRb SRC2 PPI = disrupts binding of human TR beta to SRC2; P10828; TRbeta-SRC2 peptide binding, fluorescence polarization; receptor liganded with 1 µM T3; Potency, µM (highest dose often 106 µM), without a hit: top-dose activity change, negative = inhibition, actives largely listed as inhibitors; 0.065% of 280,000 active; AID 1469;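 also: plate controls were bound peptide for no effect and peptide without receptor for full effect; nearly all actives have a fitted effect of over 50% in size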
Target sequence (P10828 whole entry, looked up): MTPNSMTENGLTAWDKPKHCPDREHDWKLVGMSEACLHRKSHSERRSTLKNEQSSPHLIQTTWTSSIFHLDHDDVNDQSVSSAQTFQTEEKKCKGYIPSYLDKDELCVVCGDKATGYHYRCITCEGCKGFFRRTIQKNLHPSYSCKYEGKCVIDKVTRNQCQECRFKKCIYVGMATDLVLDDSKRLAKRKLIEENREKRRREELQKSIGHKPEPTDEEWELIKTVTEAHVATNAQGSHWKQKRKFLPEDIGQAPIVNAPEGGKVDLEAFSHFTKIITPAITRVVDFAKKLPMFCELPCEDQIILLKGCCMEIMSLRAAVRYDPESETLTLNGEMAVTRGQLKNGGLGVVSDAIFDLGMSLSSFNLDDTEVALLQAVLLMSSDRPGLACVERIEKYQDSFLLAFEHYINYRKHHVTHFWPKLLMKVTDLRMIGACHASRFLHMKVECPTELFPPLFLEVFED
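Decrease in fluorescence polarization of 20 nM Texas Red SRC2 coactivator peptide flagged inhibition of its binding to 0.6 uM TRb LBD; 1 uM T3 included, incubation 5 hr, ex 555/em 632 nm.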
TR SRC2 fluor cs = Texas Red fluorescence interference in TRb-SRC2 counter-screen | TRb/SRC2 Texas Red total fluorescence interference | Potency, µM (series often up to 106 µM), inactives show at the highest dose fluorescence change, negative = quenching | 0.29% of 280,000 active | AID 1479; active = well fitted curve in either direction with a large enough effect; inconclusive = small, poorly fitted or top-dose-only effect
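Flags fluorescent or light-absorbing compounds by total fluorescence, S + 2P, at 555 nm excitation and 632 nm emission. Mixture: 20 nM Texas Red SRC2 peptide, 0.6 uM human TRb LBD, 1 uM T3, 5% DMSO; compound exposure 5 h at ambient temperature.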
RGS12 GoLoco inh = blocks human Gai1 binding to RGS12 GoLoco peptide, red readout; Potency, µM (titrated, usually from 61.6 µM), inactives show at the top dose activity, negative = inhibition, usual class: inhibitors; Gai1:RGS12 GoLoco peptide FP, rhodamine, 10 min; 0.44% of 230,000 active; P63096; active = well fitted inhibition curve with a large enough effect, not every such curve was filed as active; inactive = no such curve, though single readings can be large or run the other way; also: nearly all actives have a fitted effect of over 30% in size; many of its hits are not listed in these tables
Target sequence (P63096 whole entry, looked up): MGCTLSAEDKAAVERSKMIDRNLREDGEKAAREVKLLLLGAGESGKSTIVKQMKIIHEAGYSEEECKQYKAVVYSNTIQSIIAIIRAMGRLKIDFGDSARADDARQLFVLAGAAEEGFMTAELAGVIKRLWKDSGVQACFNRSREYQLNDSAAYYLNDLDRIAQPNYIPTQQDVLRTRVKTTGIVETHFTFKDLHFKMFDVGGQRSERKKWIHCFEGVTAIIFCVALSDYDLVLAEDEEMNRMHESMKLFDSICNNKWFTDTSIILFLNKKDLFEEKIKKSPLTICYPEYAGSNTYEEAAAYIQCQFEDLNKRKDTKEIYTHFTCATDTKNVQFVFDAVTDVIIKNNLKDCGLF
GAA glycogen = inhibitors or activators of human alpha-glucosidase glycogen cleavage; 0.38% of 300,000 active; AID 2100; recombinant GAA, glycogen substrate, Amplex Red glucose oxidase fluorescence; P10253; Potency, µM (highest dose often 76.4 µM), for inactives: at the highest dose activity change, negative = inhibition, usual class: inhibitors;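 also: 0% = full enzyme reaction and -100% = no-enzyme basal signal; the screen sought inhibitors and activators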
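Recombinant human enzyme (4 nM); glycogen substrate; 37 C, 40 min, pH 5.0. Readout: coupled glucose oxidase/Amplex Red fluorescence.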
L3MBTL1 inh = L3MBTL1 (human) inhibition | Q9Y468 | Potency, µM (titrated, usually from 57.1 µM), for the others: at the top dose activity, negative = inhibition, hits mostly inhibitors | AlphaScreen L3MBTL1–H3K9me1 peptide binding | 0.66% of 230,000 active; also: nearly all actives have a fitted effect of over 60% in size
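AlphaScreen assay: L3MBTL1 (50 nM final) was preincubated 30 min at room temperature with biotinylated H3(1-15)K9me1 peptide (75 nM final), then 30 min with library compounds; streptavidin donor and nickel chelate acceptor beads (10 ug/mL final) added, 30 min dark.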
GAA inhib = blocks human lysosomal alpha-glucosidase | P10253 | purified human GAA, 4-MU-alpha-glucoside fluorescence | Potency, µM (highest dose often 76.9 µM), for the others: at the highest dose activity change, negative = inhibition, usual class: inhibitors | 0.005% of 200,000 active;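 also: plate controls were uninhibited enzyme wells for no effect and no-enzyme background for full effect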
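Human enzyme at 4 nM with 400 uM 4-methylumbelliferyl-alpha-D-pyranoside, citrate/phosphate buffer pH 5.0, 0.005% Tween-20, 20 min at room temperature. Compounds up to 77 uM. 4-MU fluorescence (Ex 365/Em 440) read after NaOH/glycine stop; AC50 from Hill fit.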
GAA spleen mod = inhibitors or activators of human alpha-glucosidase in spleen homogenate. human spleen homogenate, 4-MU-alpha-glucoside fluorescence. Potency, µM (top dose mostly 79.9 µM), without a hit: at the highest dose activity change, negative = inhibition, most hits filed as inhibitors. 0.006% of 240,000 active. AID 2112;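 also: 0% = enzyme with vehicle and -100% = no enzyme basal signal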
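AC50 values come from Hill-equation fits of concentration-response data, normalized to no-enzyme and full-activity controls. Enzyme source: 1 ug human spleen homogenate; 1 mM fluorogenic 4-MU glucoside, pH 5.0 citrate buffer, 37 C, 40 min.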
RECQ1 inh = RECQ1 (human) helicase inhibition | RECQ1 DNA unwinding, red fluorescence kinetic read | 0.54% of 240,000 active | Potency, µM (series often up to 57.3 µM), inactives show at the highest dose activity, negative = inhibition, hits mostly inhibitors;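 also: plate controls were vehicle for no effect and no enzyme for full effect; nearly all actives have a fitted effect of over 30% in size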
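RECQ1T1 50 nM; forked duplex (20 bp + 30-nt ss tails) 200 nM, ATP 2 mM final; pH 8.0, 2 mM MgCl2, 2.5 ug/ml poly(dI-dC); 15 min compound preincubation; discontinuous kinetic read over 2 h at RT.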
Starred values were filed as active, the others as inactive; i = inactive; ? = inconclusive; / = no result given; [ ] = another dose, or the depositor's remark. Unless noted, calls follow the shape of the dose curve; as a rule, active = well fitted curve in the direction sought with a large enough effect; inconclusive = small, poorly fitted or top-dose-only effect, or another doubt; inactive = no such curve, though single readings can be large; an effect the other way counts as inactive or inconclusive. Unless noted, % is scaled to controls: 0 for no effect and ±100 for the full control effect; potency is read from the fitted curve at half-maximal effect. Some of the compounds tested (hit frequency here may not be typical).

The opening four entries (preview)
SMILES	TRb SRC2 PPI	TR SRC2 fluor cs	RGS12 GoLoco inh	GAA glycogen	L3MBTL1 inh	GAA inhib	GAA spleen mod	RECQ1 inh
Cc1cccc2cc(CN(Cc3cccs3)C3(c4nnnn4C4CCCC4)CCCC3)c(=O)[nH]c12	2%	-3%	9%	4%	5%	-11%	-10%	i
Cc1ccc(/C=N/NC(=O)c2c[nH]c3ccccc23)o1	-4%	-4%	-4%	-6%	/	5%	6%	-14%
O=C1[C@@H]2[C@H](Cc3ccc(O)cc3)N[C@]3(C(=O)Nc4ccccc43)[C@@H]2C(=O)N1c1ccc(F)cc1	-1%	1%	7%	-2%	-1%	5%	-5%	-2%
Cc1cc(=O)n(C)c(=O)n1CCCCCOc1cccc([N+](=O)[O-])c1	1%	-4%	0%	4%	0%	-5%	-8%	i

Main list, from the start:
SMILES	TRb SRC2 PPI	TR SRC2 fluor cs	RGS12 GoLoco inh	GAA glycogen	L3MBTL1 inh	GAA inhib	GAA spleen mod	RECQ1 inh
Cc1cccc2cc(CN(Cc3cccs3)C3(c4nnnn4C4CCCC4)CCCC3)c(=O)[nH]c12	2%	-3%	9%	4%	5%	-11%	-10%	i
Cc1ccc(/C=N/NC(=O)c2c[nH]c3ccccc23)o1	-4%	-4%	-4%	-6%	/	5%	6%	-14%
O=C1[C@@H]2[C@H](Cc3ccc(O)cc3)N[C@]3(C(=O)Nc4ccccc43)[C@@H]2C(=O)N1c1ccc(F)cc1	-1%	1%	7%	-2%	-1%	5%	-5%	-2%
Cc1cc(=O)n(C)c(=O)n1CCCCCOc1cccc([N+](=O)[O-])c1	1%	-4%	0%	4%	0%	-5%	-8%	i
O=P(O)(CCc1ccccc1)CN1CCCCC1	-4%	-5%	8%	-1%	-1%	-6%	-1%	-14%
COc1cccc(C(=O)N/N=C(\CC(C)C)c2ccccc2)c1	-1%	-4%	-5%	-1%	-5%	1%	-1%	-1%
O=C(CCC(=O)OCc1cccc([N+](=O)[O-])c1)Nc1ccccc1Cl	-3%	-1%	-22%	20%	4%[11.4 µM]	-7%	3%	i
CSc1ccc(CN(C)CC(=O)Nc2ccccc2Br)cc1	-12%	-2%	1%	-13%	34%[activator]	-1%	-15%	-16%
COc1ccccc1CNC(=O)CN1CCN(S(=O)(=O)c2cccs2)CC1	-1%	-1%	4%	-10%	3%	-2%	-6%	i
CC(C)(C)NC(=O)C(c1ccncc1)N(C(=O)c1csnn1)c1ccccc1 (centres undefined)	1%	-1%	0%	1%	?	3%	-11%	-2%
CCOC(=O)Cc1csc(NC(=O)c2csc(C)c2)n1	-1%	-2%	-3%	-10%	0%	2%	-10%	-11%
COc1cccc(-n2ccnc2SCC(=O)Nc2ccccc2)c1	-6%	1%	2%	1%	-13%	3%	-4%	i
COc1ccc(S(=O)(=O)N/N=C\c2ccc(OC)c(COc3ccc(C)cc3[N+](=O)[O-])c2)cc1	-4%	-4%	3%	2%	-5%	-3%	-2%	-9%
CCOC(=O)C1CCCN(C(=O)Cc2c(F)cccc2Cl)C1 (centres undefined)	-13%	1%	-13%	13%	/	?	3%	0%
COc1ccc(N(CC(=O)Nc2ccccc2C)S(=O)(=O)c2ccccc2[N+](=O)[O-])c(OC)c1	-7%	-2%	15%	10%	-1%	9%	5%	1%
COc1ccc(NC(=O)/C(=C\c2cccs2)NC(=O)c2ccco2)cc1	-3%	-3%	9%	-9%	7%	-3%	-1%	i
O=C(NCc1n[nH]c(=S)n1-c1ccc(Cl)c(Cl)c1)c1cccs1	2%	-2%	8%	-7%	/	-7%	-4%	-5%
Brc1c(CSc2nnc(-c3ccco3)o2)nc2ccccn12	-23%	-3%	9%	-20%	-2%	-12%	4%	-10%
CC1SC(C)C(=O)N(CC(=O)Nc2ccc([N+](=O)[O-])cc2)C1=O (centres undefined)	-6%	0%	4%	-24%	/	0%	-5%	-7%
C/C(=C\C(=O)c1ccc(F)cc1)Nc1ccc(N2CCOCC2)cc1	-27%	8%	3%	-19%	-12%	-10%	-7%	-1%
Nc1cc([N+](=O)[O-])ccc1C(=O)O	-3%[201 µM]	-1%[201 µM]	-13%	/	/	/	-3%	-12%
c1ccc(-c2nc3ccccc3[nH]2)nc1	-3%	-4%	17%	-8%	-5%	-6%	11%	5%
CCc1ccc(C2CC(c3cccc(Cl)c3)n3nc(N)nc3N2)cc1 (centres undefined)	2%	-2%	-4%	0%	-5%	-1%	-3%	0%
O=C(NCCN1CCN(C(=O)C(c2ccccc2)c2ccccc2)CC1)C(=O)Nc1ccccc1	0%	-1%	12%	-13%	0%	-3%	-6%	-9%
CN1Cc2ccccc2CC1CNCc1c(C(=O)N2CCCC2)nc2ccccn12 (centres undefined)	-4%	-5%	-10%	12%	-18%	4%	1%	-4%
COc1ccc(/C=C(/NC(=O)c2cccs2)C(=O)Nc2ccc(C)cc2)cc1OC	-1%	-2%	-3%	-4%	5%	2%	4%	-6%
CC(=O)c1c(C)[nH]c(C(=O)OCCCCN2C(=O)c3ccccc3C2=O)c1C	0%	-2%	-2%	4%	11%	-5%	-5%	-15%
CN(C)CCCn1c(N)c(C#N)c2nc(C#N)c(C#N)nc21	1%	-3%	29%	4%	?	3%	1%	-2%
NS(=O)(=O)Nc1ccccc1Br	9%	-1%	/	/	/	/	-1%	i
CS(=O)(=O)N(CC(=O)N1CCOCC1)Cc1ccccc1	-3%	1%	1%	-2%	5%	3%	-2%	-6%
CN(C)C(=O)c1nc(C#N)c(N(C)C)o1	-3%	1%	3%	9%	3%	-7%	-1%	-6%
COc1ccccc1N1CCN(c2cc(=O)n(-c3ccc(Br)cc3)c(=O)[nH]2)CC1	0%	-5%	-9%	5%	1%	-8%	1%	0%
CCC(C)NC(=O)c1cn(CC)c2cc(N3CCN(C)CC3)c(F)cc2c1=O (centres undefined)	-1%	-2%	3%	0%	5%	/	-1%	i
O=C1c2ccccc2S(=O)(=O)N1Cc1nnc(-c2ccccc2Br)o1	16%	1%	11%	-15%	0%	0%	-8%	-5%
Cc1nc(N2CCOCC2)c2nc(-c3ccccc3)n(CC(C)(C)CN(C)C)c2n1	2%	-5%	2%	/	/	/	-10%	-4%
COC(=O)C1=C(O)C2(C(=O)O)CC(C(=O)OC)=C(O)C(C(=O)O)(C1)C2	0%	-4%	2%	-2%	/	/	-11%	-7%
COCCNC(=O)c1c(N)n(CCC2=CCCCC2)c2nc3ccccc3nc12	-9%	-5%	31%[activator]	-26%	/	?	11%	-1%
CC(=O)c1ccc(OCCCC(=O)N2CCN(S(=O)(=O)c3cccs3)CC2)cc1	-3%	-3%	2%	-1%	-1%	-13%	-18%	i
COc1ccc(C(=O)NCCSCc2ccco2)cc1OC	3%	-2%	-1%	3%	-9%	-1%	1%	-2%
CC(=O)c1cc(F)c(N2CCN(c3ccc([N+](=O)[O-])cc3F)CC2)cc1C	?	1%	-3%	-1%	8%	2%	3%	i
CCOC(=O)c1oc2cc(C)cc(C)c2c1C	-3%	-2%	2%	4%	32%[activator]	/	0%	-7%
O=C(Nc1cnn(Cc2ccc(Cl)cc2)c1)c1cccs1	-1%	3%	6%	0%	/	/	-2%	i
O=C1CC(C(=O)N2CCN(c3ccc(F)cc3)CC2)CN1CCc1ccccc1 (centres undefined)	-1%	-1%	1%	-5%	5%	3%[15.4 µM]	3%	-8%
Cc1cccc(NC(=S)NCc2cccs2)c1C	3%	1%	8%	-16%	-5%	-2%	-2%	-4%
O=C(NC(C(=O)c1ccccc1)n1c(=O)cc[nH]c1=S)c1ccccc1 (centres undefined)	7%	-1%	-13%	-4%	3%	-6%	-3%	-1%
C(=N\Nc1nc2ccccc2s1)/c1ccco1	-2%	-10%	3%	?	-4%	-8%	-1%	i
CCCCc1ncc(CN2CCC(CC3CCCCO3)(C(=O)OCC)CC2)[nH]1 (centres undefined)	-3%	1%	42%[activator]	-4%	-16%	?	0%	1%
C/C(=C\C(=O)c1ccc(Br)cc1)N1CCCCC1	-5%	-1%	-1%	-1%	3%	-37%	0%	-6%
Cc1csc(NC(=O)[C@@H](NC(=O)c2ccccc2)C(C)C)n1	3%	-3%	0%	2%	5%	-8%	-15%	1%
CCOc1ccc2[nH]c(=O)c(CN(CC3COCCO3)C(=O)c3ccco3)cc2c1 (centres undefined)	-13%	1%	-2%	0%	/	-7%	-5%	4%
O=C(CSc1ncn[nH]1)Nc1ccc(Cl)c(S(=O)(=O)N2CCOCC2)c1	-5%	-1%	-8%	-1%	/	4%	7%	0%
C=CCNC(=O)c1cc(C(=O)C(C)c2ncc(C(F)(F)F)cc2Cl)c[nH]1 (centres undefined)	6%	-1%	6%	4%	17%	2%	-3%	1%
CCc1ccc(OCC(=O)NC(=S)Nc2ccc(Br)c(C)n2)cc1	3%	-4%	-3%	-7%	12%	-10%	-1%	-4%
CCCCOc1cccc(-c2nnc(NC(=O)CSc3ccc(C)cc3)s2)c1	-3%	0%	-1%	5%	-3%	1%	-5%	-2%
CC(=O)c1ccc(Nc2ccc(-c3ccccc3C)nn2)cc1	6%	-1%	186%[activator]	24%	-18%	5%	-5%	i
CC(C)(C)N1C(=O)Cc2c1nc(N)c1c(N)nc(N3CCCCC3CO)c(C#N)c21 (centres undefined)	?	-5%	-9%	18%	?	-12%	-1%	-19%
Fc1ccc(CNC(=S)Nc2ccc(Cl)cc2)cc1	-1%	-2%	10%	-10%	7%	?	-6%	-2%
O=C(NC1CCCCC1)N1CCC(n2cnc3ccccc32)CC1	-22%	1%	8%	-2%	2%	-2%	1%	i
COc1ccc(CCc2nc(-c3ccc(-n4cccc4)cc3)no2)cc1	-1%	-3%	2%	-8%	1%	1%[15.4 µM]	5%	-10%
Cc1ccc(NNC(=O)c2snnc2C)cc1Cl	0%	-2%	8%	-2%	/	/	3%	i
